MOR-DOR ag: OPRM1-OPRD1 heterodimerization agonism; P35372+P41143; cells, luminescence; activation, % at 9.3 µM; actives 0.3% (n = 340,000); AID 504326; in the data active means activation above about 18%;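 further: 0% = vehicle-treated cells and 100% = reference agonist; values of inactives mirror those of a sister screen read the other way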
Target sequence (P35372 whole entry, looked up): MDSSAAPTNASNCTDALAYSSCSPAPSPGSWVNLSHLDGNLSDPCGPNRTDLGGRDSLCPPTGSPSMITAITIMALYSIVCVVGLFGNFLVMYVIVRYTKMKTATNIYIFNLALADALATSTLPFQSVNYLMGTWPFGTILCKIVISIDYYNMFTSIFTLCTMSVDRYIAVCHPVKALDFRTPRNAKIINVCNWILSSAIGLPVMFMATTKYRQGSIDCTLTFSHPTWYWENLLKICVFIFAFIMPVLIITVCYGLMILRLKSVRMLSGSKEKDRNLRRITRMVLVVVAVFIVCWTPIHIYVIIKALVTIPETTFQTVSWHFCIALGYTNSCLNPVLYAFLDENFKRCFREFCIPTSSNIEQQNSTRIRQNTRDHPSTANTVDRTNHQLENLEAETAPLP
Target sequence (P41143 whole entry, looked up): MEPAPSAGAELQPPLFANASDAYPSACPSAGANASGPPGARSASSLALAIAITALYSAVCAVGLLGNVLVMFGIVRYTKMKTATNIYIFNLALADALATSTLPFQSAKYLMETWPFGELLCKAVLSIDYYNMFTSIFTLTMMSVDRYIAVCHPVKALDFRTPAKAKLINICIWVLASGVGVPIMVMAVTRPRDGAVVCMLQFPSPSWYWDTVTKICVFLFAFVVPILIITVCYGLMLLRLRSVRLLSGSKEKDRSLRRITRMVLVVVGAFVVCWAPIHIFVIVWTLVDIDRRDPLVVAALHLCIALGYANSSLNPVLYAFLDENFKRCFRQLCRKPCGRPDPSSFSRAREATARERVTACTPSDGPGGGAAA
HTR5A ag ctr: activates human HTR5A in OPRM1-OPRD1 agonist counter-screen; actives 0.61% (n = 340,000); HTR5A agonist assay, luminescence, cell-based; AID 504692; activation, % at 9.3 µM; in the data active means activation mostly above about 9.5%, no sharp cut-off; inactive means mostly below about 7.6%;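 further: 0% = cells with vehicle only and 100% = reference agonist; strong numbers were not always called active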
E coli growth: counter-screen for AddAB inhibitors: E. coli growth inhibition | AID 449728 | E. coli V3065 growth, OD600 absorbance, 18 h | inhibition, % at 11.9 µM | actives 0.27% (n = 330,000);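 active means inhibition above the campaign's mean inhibition across all tested compounds plus 3 SD, cut at about 9.9% in these data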;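 further: uninfected addAB+ strain grown without phage in ampicillin broth; 0% = DMSO wells and 100% = ciprofloxacin 0.95 µg/ml wells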
Pemphigus Ab inh: blocks pemphigus antibody binding to human desmoglein-3; P32926; DSG3-coupled beads, scFv-anti-DSG3-GFP binding, flow cytometry; stronger effect = lower value; binding (percent of control), % at 10 µM; actives 0.48% (n = 310,000);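 active means binding more than 3 SD below its plate's average and above zero; inconclusive means below that plate limit but binding exactly zero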;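 further: hits lower antibody fragment binding to DSG3; some compounds called inactive have numbers as strong as hits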
AddAB inh: less growth of phage-infected E. coli with AddAB | actives 0.29% (n = 330,000) | inhibition, % at 11.9 µM | E. coli expressing H. pylori AddAB, absorbance growth; in the data active means inhibition above about 12%;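 further: 0% = vehicle wells of infected cells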
SUMO Mot1 rescue: blocks SUMOylation pathway, rescuing yeast Mot1-301 growth; S. cerevisiae Mot1-301 growth rescue, ATP luminescence, 38.5C; percent above DMSO median, 100 means doubled; growth rescue, % at 18.8 µM; actives 1% (n = 320,000); AID 2716;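 active means every valid replicate shows activation above 250% relative to neutral control wells; inactive means the rest, any valid replicate at or below 250%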;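 further: OY570 slx delta 5 strain wells were the positive control but not used for scaling; some compounds called inactive have numbers as strong as hits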
MOR-DOR inv ag: inverse agonist of human OPRM1-OPRD1 heterodimerization | cell-based MOR-DOR heterodimer luminescence, inverse agonism | inhibition, % at 9.3 µM | actives 0.21% (n = 340,000); in the data active means inhibition above about 22%, passing the limit was not always enough;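 further: 0% = cells with DMSO and 100% = wells without cells with DMSO; values of inactives mirror those of a sister screen read the other way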
PKA-R1A activ: activates the PKA-R1A holoenzyme complex; P00514+P68181; activation, % at 11.4 µM; actives 0.083% (n = 340,000); PKA-R1A dissociation, Cy5-IP20 fluorescence polarization; scaled: DMSO 0%, 113 µM cGMP 100%; AID 504707;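 active means percent activation above the mean of all tested compounds plus 3 SD, cut at about 19% in these data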;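 further: higher means more PKAc released from R1A so a rise in polarization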
phage Ecoli inh: E. coli growth loss with phage present; inhibition, % at 11.9 µM; growth absorbance; actives 0.26% (n = 360,000); in the data active means inhibition above about 11%
HTR5A inv ctr: inverse agonist of human HTR5A in OPRM1-OPRD1 counter-screen | P47898 | HTR5A cell line, luminescence, inverse agonism | inhibition, % at 9.3 µM | actives 0.083% (n = 340,000) | AID 504634; in the data active means inhibition mostly above about 23%, no sharp cut-off; inactive means mostly below about 18%;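 further: 0% = cells with DMSO and 100% = no-cell wells with DMSO; some compounds called inactive have numbers as strong as hits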
PfHsp90 set2: reduces growth (ATP signal) of yeast expressing P. falciparum Hsp90; S. cerevisiae expressing PfHsp90, BacTiter-Glo ATP, 48 h; yeast lacking PDR1 and PDR3 efflux regulators; AID 504621; inhibition, % at 9.4 µM; actives 0.32% (n = 310,000);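 active means every replicate shows inhibition above about 80%, whatever the replicate mean, limit read from the data; inconclusive means mean inhibition reaches the set limit but some replicate falls short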;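 further: 0% = DMSO neutral controls and 100% = 20 µM radicicol positive controls; yeast relying on Plasmodium falciparum Hsp90 in place of its own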
An asterisk follows results filed as active; ? = inconclusive; nt = not tested or not shown.

Values run as follows: MOR-DOR ag, HTR5A ag ctr, E coli growth, Pemphigus Ab inh, AddAB inh, SUMO Mot1 rescue, MOR-DOR inv ag, PKA-R1A activ, phage Ecoli inh, HTR5A inv ctr, PfHsp90 set2
[1] CN(C)N1C(=O)/C(=C/c2ccco2)SC1=Nc1ccccc1
    -0.8, -3, -1.2, nt, 3.8, 322, 4, 14, -0.2, 7, 1
[2] COCCCN1C(=O)C(=O)/C(=C(/O)c2ccc(S(=O)(=O)N3CCCCC3)cc2)C1c1ccc(O)c(OC)c1 (centres undefined)
    -3.6, -3, -3.5, 101, 0.9, -16, 19, -9, 3.4, 12, 18
[3] COc1ccc(CC(=O)OC(C)C(=O)c2ccc(C)cc2)cc1 (centres undefined)
    2.0, 6, -0.1, 94, 1.1, -5, -11, 3, 2.6, 9, 3
[4] CCOC(=O)c1[nH]c(C)c(C(=O)OCC(=O)N2CC(=O)Nc3ccccc32)c1C
    -1.6, 3, -2.0, 105, 1.0, 261, 9, 1, 3.1, -7, 13
[5] CC(C)CSc1nc2ccccc2n1CC(N)=O
    nt, nt, -2.1, 80, -1.1, 10, nt, 3, 0.9, nt, -4
[6] Cc1ccc(Oc2ncc(CN3CC(C)OC(C)C3)s2)cc1 (centres undefined)
    -2.1, -4, -0.6, 100, 1.2, 132, 11, -6, 4.3, -7, nt
[7] C#CCN(C(=O)c1ccc(OC)c(OC2CCN(C(C)C)CC2)c1)C1CCCCC1
    -1.3, -2, nt, 121, nt, -13, 7, -2, -0.4, 6, -1
[8] O=C(CSc1nc2[nH]ncc2c(=O)n1-c1ccccc1Cl)N1CCCC1
    -3.1, 5, 0.6, 102, 5.5, 4, 16, 4, 1.1, 8, -30
[9] O=C(NCCc1ccccc1)C(=O)NCC1(c2ccccc2)CCCC1
    -2.7, 1, -2.5, 90, 1.5, -6, 13, -5, 3.0, 11, -1
[10] Cc1ccc(S(=O)(=O)NCCNc2ccc([N+](=O)[O-])cc2)cc1
    1.1, 3, -2.2, 107, 0.8, 10, -6, -8, 3.8, 8, 11
[11] CC(C)OC(=O)CN1C(=O)S/C(=C/c2ccc(N3CCCCC3)o2)C1=O
    2.6, 1, 0.1, 239, 1.5, 24, -15, 15, 1.7, 5, ?
[12] O=C(COc1ccccc1)NCC(=O)N/N=C/c1ccco1
    -3.3, 0, 0.0, nt, 3.8, 12, 17, 0, 0.1, -5, -8
[13] CCC(CC)C1C(C#N)=C(N)Oc2n[nH]c(C)c21 (centres undefined)
    -1.0, 4, -0.1, 100, -0.2, -14, 5, 2, 2.1, -32, -8
[14] O=C(O)C1C2C=CC(C2)C1C(=O)N1CCc2ccccc21 (centres undefined)
    -2.2, 0, 0.1, 100, 2.0, 0, 12, 0, 3.1, -17, 36
[15] CC(C)(C)N(Cc1nc(-c2ccccc2)no1)C(=O)c1ccc2c(c1)OCO2
    0.2, -3, -0.9, 102, 2.7, -10, -1, 2, 2.1, 9, 19
[16] COCCNC(=O)C(OC(=O)c1ccco1)c1ccccc1F (centres undefined)
    1.5, 2, -0.6, 97, 2.2, -14, -8, 3, 2.5, 13, 11
[17] COC(=O)CCCC(=O)N1CCCC(CNS(=O)(=O)c2ccc(OC)cc2)C1 (centres undefined)
    -0.9, 0, 0.0, 100, 7.1, -5, 5, 6, 0.1, 1, -33
[18] CCOCCc1nnc(NC(=O)CSc2ccccc2)s1
    -0.3, -2, -3.8, 89, 1.5, -6, 2, -5, 3.0, -27, 2
[19] CCOC(=O)C1CCN(C2CC(=O)N(c3ccc(OCC)cc3)C2=O)CC1 (centres undefined)
    -1.8, -1, 0.7, 108, -0.5, 318, 11, -5, 0.9, -12, -54
[20] O=C(CSc1nc2ccccc2o1)NCC(=O)c1ccccc1
    0.7, 8, -1.8, 106, 3.1, 15, -3, -10, 3.5, 1, nt
[21] COc1ccc(NS(=O)(=O)c2ccc3nc(COc4ccc(C#N)cc4)[nH]c3c2)cc1
    2.5, -4, -0.8, 89, 1.5, -13, -17, -5, 3.6, -25, -12
[22] CO/N=C(\Cn1ncc(N2CCCC2)c(Br)c1=O)c1ccc(Cl)cc1
    -0.4, -2, 2.1, 105, 4.5, -4, 2, 3, 2.4, 3, nt
[23] COc1cccc(CNc2nnnn2C)c1
    -3.1, 5, 1.6, 101, -1.3, 30, 14, -19, 0.7, -19, 3
[24] CC(Oc1ccccc1F)C(=O)/C=C/N(C)C (centres undefined)
    -1.0, 4, -0.9, 102, 1.6, -1, 6, -2, nt, 12, -5
[25] O=C(O)c1ccccc1C(c1ccccc1)c1ccccc1O (centres undefined)
    -3.1, 2, nt, 89, nt, nt, 16, -7, 4.9, -9, 14
[26] COc1ccnc(CN(C)C(=O)C2CCC(=O)N(Cc3cccc(C(F)(F)F)c3)C2)c1 (centres undefined)
    -1.6, 0, 1.3, 102, 2.0, -3, 9, -3, 0.6, -18, -4
[27] O=C1CCCC(=O)C1C1c2ccccc2CCN1C(=O)CCl (centres undefined)
    nt, nt, -1.6, 102, 0.9, 9, nt, nt, -1.5, nt, nt
[28] Cc1nn(Cc2cccc(C(=O)NN)c2)c(C)c1Cl
    -1.4, 0, -0.3, nt, 2.6, -1, 7, -7, 1.7, -21, 12
[29] O=C(NCCc1ccccc1)C1CC(=O)N(c2ccc3c(c2)OCCO3)C1 (centres undefined)
    0.3, 2, -0.3, 104, -2.2, 133, -2, 5, 1.3, -5, nt
[30] O=C(Nc1ccccc1F)Nc1cccc2ccc(O)cc12
    2.1, 5, 0.4, 111, -1.1, 197, -10, -11, -6.8, -17, -7
[31] COCCCNc1nc(=S)[nH]c2cc(OC)c(OC)cc12
    -1.4, 0, -4.5, 100, -2.7, -3, 8, -8, 0.3, 1, 26
[32] COc1ccc(CCN2CCCC(CN(C)Cc3cc(Cl)c(O)c(OC)c3)C2)cc1 (centres undefined)
    1.0, 5, nt, 115, nt, 22, -5, -3, 2.5, 5, -59
[33] CC1CCN(C(CNS(=O)(=O)c2ccccc2)c2ccccc2)CC1 (centres undefined)
    -4.2, 0, 1.3, nt, 2.6, -8, 16, -18, 1.5, -12, 10
[34] CCOc1ccc(NC(=O)Cn2nnc(-c3ccccc3F)n2)cc1
    2.6, 11, 1.6, 91, 1.6, 6, -17, -1, 2.2, -29, -4
[35] Brc1cccc(CN2CCCCCCC2)c1
    1.0, 1, -2.7, 99, 1.5, 12, -6, -1, 2.0, 0, -19
[36] COCCn1cnc2c(c1=O)c1nc3ccccc3nc1n2/N=C/c1cccc(OC)c1
    -0.6, 0, -1.7, nt, 0.4, 2, 3, -2, 0.5, -11, -12
[37] O=S1(=O)CCC(n2nccc2-c2ccccc2)C1 (centres undefined)
    -0.5, 0, -1.6, 103, -1.6, 2, 3, -12, 2.2, -1, 6
[38] CCOC1(/N=C(\C)NS(=O)(=O)c2ccc(Cl)cc2)C(C)=CC(=O)C=C1C
    -2.0, -1, 3.6, 104, 1.0, -5, 9, 3, 0.8, 1, -9
[39] CCOc1ccc(NC(=O)CSc2nc(O)c(C)c(=O)n2-c2ccc(F)cc2)cc1
    -2.7, 3, 1.1, 108, 3.9, 131, 14, -7, 1.5, -7, 4
[40] Cc1csc(NC(=O)CCn2c(=O)oc3ccc(Cl)cc32)n1
    -4.7, 1, -0.2, 106, 0.6, -20, 24, -7, -0.6, 0, -3
[41] N#Cc1cccc2c1-c1ccccc1/C2=N/NC(N)=S
    -0.6, 5, -7.7, 91, -4.7, 6, 3, -4, nt, -17, -9
[42] COc1ccc(C2C(=O)N(C3CCCCC3)CC(=O)N2C2CCCCC2)cc1 (centres undefined)
    -0.4, 0, -1.7, 104, 3.1, 7, 2, -19, -0.5, -21, -9
[43] NC(=O)CCS(=O)(=O)CCN1CCCCC1
    -3.6, 2, -1.7, 95, 1.0, -5, 17, -2, 2.6, 20, nt
[44] Cc1cc(N2CCCC2)nc2c(C)cccc12
    0.7, 4, 1.3, 103, 2.9, -18, -4, -2, 5.8, -10, 9
[45] CCc1ccc2oc(C(=O)NC3CCS(=O)(=O)C3)cc(=O)c2c1 (centres undefined)
    -0.7, -3, 0.5, 99, 3.1, nt, 4, 9, -1.8, -27, -4
[46] COc1ccc(S(=O)(=O)N2CCOCC2)cc1NC(=O)COC(=O)CCS(=O)(=O)c1ccc(C)cc1
    0.3, 6, nt, 113, nt, nt, -1, 5, 0.8, -17, 5
[47] O=c1[nH]c(C2CCN(S(=O)(=O)c3ccccc3F)CC2)nc2c1nnn2Cc1ccc(F)cc1
    0.6, -6, -0.6, 101, 2.5, -5, -3, 1, 1.4, 1, -44
[48] C#Cc1cccc(NC(=O)CSc2nnc(-c3ccc(C(F)(F)F)cn3)o2)c1
    -0.1, 2, 0.4, 110, 3.9, -8, 1, -9, 2.7, -21, -6
[49] COc1ccc(C)cc1NC(=O)CN(C)S(=O)(=O)c1cnc[nH]1
    -1.9, 0, 1.2, 100, 1.1, -6, 10, -2, 1.6, -6, -11
[50] CCN1CCCC1CNC(=O)Cn1ncc2c(=O)oc3ccc(C)cc3c21 (centres undefined)
    -1.9, -3, -0.3, 104, -0.8, -4, 11, 5, 1.4, -24, -9
[51] O=S(=O)(c1cc(C(F)(F)F)ccc1Cl)N1CCN(c2ncnc3ccccc23)CC1
    1.0, -1, nt, 108, nt, nt, -7, -4, 5.0, -24, nt

Complete entries, quoted from the list. Order of values: MOR-DOR ag, HTR5A ag ctr, E coli growth, Pemphigus Ab inh, AddAB inh, SUMO Mot1 rescue, MOR-DOR inv ag, PKA-R1A activ, phage Ecoli inh, HTR5A inv ctr, PfHsp90 set2
Record of CCN1CCCC1CNC(=O)Cn1ncc2c(=O)oc3ccc(C)cc3c21 (centres undefined) → -1.9, -3, -0.3, 104, -0.8, -4, 11, 5, 1.4, -24, -9
Record of N#Cc1cccc2c1-c1ccccc1/C2=N/NC(N)=S → -0.6, 5, -7.7, 91, -4.7, 6, 3, -4, nt, -17, -9
Record of COc1ccc(C)cc1NC(=O)CN(C)S(=O)(=O)c1cnc[nH]1 → -1.9, 0, 1.2, 100, 1.1, -6, 10, -2, 1.6, -6, -11
Record of NC(=O)CCS(=O)(=O)CCN1CCCCC1 → -3.6, 2, -1.7, 95, 1.0, -5, 17, -2, 2.6, 20, nt
Record of O=S(=O)(c1cc(C(F)(F)F)ccc1Cl)N1CCN(c2ncnc3ccccc23)CC1 → 1.0, -1, nt, 108, nt, nt, -7, -4, 5.0, -24, nt

This is a random part of the collection. Share with any hit: about 3.2%.
